Rat MKP-3 inhibitors = MKP-3 phosphatase inhibitors, primary screen, biochemical, rat enzyme, in vitro (AID 425); 110,000 compounds, 0.17% hits; recombinant MKP-3 phosphatase activity, fluorescence; higher % means a stronger effect; inhibition, % at 20 µM; hits with a dose series show IC50 in µM; in the data active = inhibition above about 50%;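 also: plate controls were vehicle for no effect and reference inhibitor for full effect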
Hsp70 displacement = small molecules displacing fluorescent ligand from Hsp70 – biochemical, fluorescence polarization, primary screen (AID 583). Hsp70 fluorescence polarization probe displacement, mP; higher % means a stronger effect. displacement, % at 20 µM; hits with a dose series show IC50 in µM. 140,000 compounds, 0.06% hits; in the data active = displacement above about 50%;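 also: plate controls were vehicle for no effect and reference ligand for full effect; a part of the inactive calls stands beside numbers as strong as those of hits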
* hit, by the source's call; / = not tested or not shown; & = joins results of further samples. These rows are one share of the data. The share of hits here may be higher or lower than overall.

cpd | Compound | Rat MKP-3 inhibitors | Hsp70 displacement
1 | CCc1ccc(C(=O)Cn2ncc(Cl)c(Cl)c2=O)cc1 | / | 0.2%
2 | O=C(CSc1nnc(-c2cnccn2)n1Cc1ccco1)c1ccc(Cl)c(Cl)c1 | 5% | -7.1%
3 | CN(C)c1ccc(/C=C2/SC(N3CCOCC3)=NC2=O)cc1 | 0% | -100%
4 | CN1CCN(C(CNS(=O)(=O)c2ccc(F)cc2)c2cccnc2)CC1 (stereo not drawn) | -5% | -3.6%
5 | Cc1cc(/C=N/n2cnnc2)c(C)n1-c1cccc(C(=O)O)c1 | -9% | -4.8%
6 | O=C(Cc1cn2ccsc2n1)NCc1ccccc1 | -15% | -2.0%
7 | Cc1ccc(S(=O)(=O)Nc2cccc3cccnc23)cc1 | / | -2.1%
8 | CC(C)CN(C#N)c1nc(N2CCOCC2)nc(N2CCOCC2)n1 | -4% | 4.1%
9 | Cc1ccc(-c2cc(C(=O)Nc3cc(C)on3)c3ccccc3n2)c(C)c1 | 4% | 6.4%
10 | COc1ccccc1N1CCN(/N=C\c2cccc(OC)c2O)CC1 | 4% | -3.1%
11 | Cc1nc(NC2=NCN(Cc3ccco3)CN2)nc2ccccc12 | 0% | -1.6%
12 | O=C(COc1cccc(Cl)c1)Nc1ccc(N2CCOCC2)cc1 | / | -6.4%
13 | CCOC(=O)C1CCCN(C(=O)CCCOc2cc(=O)n(C)c3ccccc23)C1 (stereo not drawn) | 1% | -0.4%
14 | COc1ccc2c(c1OC)C(=O)N1c3ccccc3C(=O)N(c3ccc(F)cc3)C21 (stereo not drawn) | 15% | -4.8%
15 | CN=C1SC(CC(=O)Nc2ccc(C(=O)O)cc2)C(=O)N1C (stereo not drawn) | / | 0.7%
16 | O=C(CSc1nc(Nc2ccccc2)nc(N2CCOCC2)n1)Nc1ccccc1Cl | 6% | -2.2%
17 | Cc1cc(C)cc(N(CC(=O)Nc2ccc3c(c2)OCO3)S(=O)(=O)c2ccccc2)c1 | -1% | 3.8%
18 | O=C(CCSCCC(=O)NCC1CCCO1)NCC1CCCO1 (stereo not drawn) | 1% | 2.3%
19 | CCOC(=O)C1CCN(c2c(Nc3ccc4c(c3)OCCO4)c(=O)c2=O)CC1 | 6% | 3.1%
20 | O=C(NS(=O)(=O)c1ccc2c(c1)OCCO2)c1ccccc1 | -9% | -2.0%
21 | Cc1ccc(C)c(CSc2nnc(-c3cccs3)n2Cc2ccco2)c1 | / | -3.1%
22 | CN1C(=O)c2ccccc2Sc2ccc(NC(=O)N3CCCC3)cc21 | 2% | 0.5%
23 | CC(=O)/C=C/c1ccc(-c2cc(Cl)ccc2Cl)o1 | 4% | -0.3%
24 | CCN(CC)CCSc1nc2sc3c(c2c(=O)n1-c1ccc(C)cc1)CCCC3 | 11% | -6.8%
25 | COc1ccc(N(C(=O)c2ccco2)C(C(=O)NC2CCCC2)c2cccs2)cc1OC (stereo not drawn) | / | 3.3%
26 | CC(=O)Nc1ccc(N2C(=O)c3cccc4c([N+](=O)[O-])ccc(c34)C2=O)cc1 | 1% | 1.8%
27 | COc1cc(OC)cc(-n2nc(C(=O)NCCCN3CCOCC3)c3ccccc3c2=O)c1 | 4% | 4.0%
28 | O=P(c1ccccc1)(c1ccccc1)C(O)c1ccco1 (stereo not drawn) | -2%&5% | 0.9%
29 | COc1ccc(OC)c(-c2cc(C(=O)N3CCc4ccccc4C3)no2)c1 | 3% | 3.5%
30 | C=CCn1c2ccccc2n2cc(-c3cccs3)nc12 | 5% | -6.3%

Whole records as entered above. Order of values: Rat MKP-3 inhibitors	Hsp70 displacement
CCOC(=O)C1CCN(c2c(Nc3ccc4c(c3)OCCO4)c(=O)c2=O)CC1 is entered as 6%	3.1%
COc1ccc2c(c1OC)C(=O)N1c3ccccc3C(=O)N(c3ccc(F)cc3)C21 (stereo not drawn) is entered as 15%	-4.8%

Reformatted: two of the compounds above
Screens in order: Rat MKP-3 inhibitors	Hsp70 displacement
22. CN1C(=O)c2ccccc2Sc2ccc(NC(=O)N3CCCC3)cc21
 : 2%	0.5%
23. CC(=O)/C=C/c1ccc(-c2cc(Cl)ccc2Cl)o1
 : 4%	-0.3%

Further entries follow.
cpd | Compound | Rat MKP-3 inhibitors | Hsp70 displacement
31 | CCOC(=O)N1CCN(CC(=O)n2c(C)c(C)c3ccccc32)CC1 | 1% | -3.2%
32 | Cc1[nH]nc2c1C(c1cn[nH]c1-c1ccc(F)cc1)C(C#N)=C(N)O2 (stereo not drawn) | 1% | 3.8%
33 | O=C1CC(c2cccc(Br)c2)C2=C(CCCC2=O)N1 (stereo not drawn) | -14% | -0.2%
34 | CN(C)CCNc1oc(COc2ccc(Cl)cc2)nc1C#N | -1% | 4.6%
35 | O=C(Cc1ccccc1)Nc1ccc(OC(F)F)cc1 | 2% | 8.0%
36 | COc1cc(/C=N/NC(=O)CNC(=O)/C=C/c2ccco2)ccc1O | -1% | 2.8%
37 | O=C(/C=C/c1ccccc1)Nc1ccc(Cl)cc1Cl | -2% | -1.7%
38 | Cc1ccccc1OCc1nnc(SCC(=O)N2CCc3ccccc32)n1C | / | -2.0%
39 | CCc1ccc(OCC(=O)Nc2cccc(S(N)(=O)=O)c2)cc1 | 4% | -2.8%
40 | O=C(CCCN1C(=O)c2ccccc2C1=O)OC1CSCC1NC(=O)c1ccccc1 (stereo not drawn) | / | 1.7%
41 | CSc1ccccc1NC(=O)c1cc(C)on1 | / | 4.3%
42 | COc1ccc(-c2c3c(=O)n(C)c(=O)n(C)c3cn2-c2ccccc2)cc1 | -3% | -2.8%
43 | C(#Cc1ccccc1)CN1CCOCC1 | 0% | -0.9%
44 | CCOC(=O)c1cc2cc(F)ccc2nc1C | -7% | -4.2%
45 | COc1ccc(-c2cc(-c3ccc(Cl)cc3)c(C#N)c(N)n2)cc1 | -1% | -1.4%
46 | Cc1ccccc1C(=O)N1CCC(C(=O)Nc2cccc(F)c2)CC1 | -16% | 4.8%
47 | COc1cccc(OC)c1C(=O)Nc1cc(C(F)(F)F)ccc1Cl | -2% | -2.0%
48 | O=S(=O)(CCSc1nc2ccccc2o1)Cc1ccccc1 | 1% | 4.8%
49 | Cc1c(Br)c(C(F)(F)F)nn1CC(=O)Nc1cccc(O)c1 | 0% | 4.4%
50 | CCCCn1c(=O)cc(N2CCOCC2)[nH]c1=O | 0% | 4.2%
51 | CCOCCCNC(=O)C(NC(=O)CNC(=O)c1ccccc1)c1ccc(C)cc1 (stereo not drawn) | / | 4.5%
52 | COc1ccc(S(=O)(=O)N(CC(=O)NCCc2ccccc2)Cc2ccccc2)cc1 | 4% | -0.6%
53 | Cc1ccc(-c2ccc(OCC(=O)NC(C)c3ccccc3)cc2)cc1 (stereo not drawn) | 2% | -0.4%
54 | Cc1ccc2[nH]c(-c3ccccc3)c(CN(C)C)c(=O)c2c1 | / | 2.8%
55 | COc1cccc(Cn2c(C3CC3)nc3ccc(NC(=O)c4ccco4)cc3c2=O)c1 | -8% | -3.2%
56 | CCn1c(SCC(=O)Nc2cc(C)on2)nnc1-c1ccccc1 | / | -2.1%
57 | CCCC(=O)n1nc(-c2ccccc2)nc1SC | / | -0.5%
58 | Cc1nc2c(Cl)cccc2c2c1CC(C(C)(Cl)Br)O2 (stereo not drawn) | 2% | 3.1%
59 | C/C(=N\N)C1(O)CCC2C3CCC4=C/C(=N\N)CCC4(C)C3CCC21C (stereo not drawn) | 3% | 0.0%
60 | CC1CC(=O)c2cnc(Nc3ccccc3)nc2C1 (stereo not drawn) | / | 2.8%
61 | Cc1cc(C)cc(OCc2nnc(SCC(=O)OC(C)C)o2)c1 | / | 5.2%
62 | Cc1ccc(C(=O)Oc2oc(-c3ccco3)nc2C=Nc2ccccc2)cc1 | / | -0.1%
63 | CC(C)c1ccccc1NC(=O)CCCC(=O)O | -4% | 2.5%
64 | COc1ccc(CN2C3CCCC2CC(NC(=O)Nc2ccccc2)C3)cc1 (stereo not drawn) | / | 6.0%
65 | COc1ccc(-n2nc(C(=O)N3CCN(Cc4ccc5c(c4)OCO5)CC3)c3ccccc3c2=O)cc1 | 7% | -7.0%
66 | O=C(COc1ccc2ccccc2c1)N1CCN(C(=O)c2cccs2)CC1 | 2% | -0.9%&0.4%
67 | COc1ccccc1NC(=S)NC(=O)c1ccc(Cl)cc1 | -1% | 1.3%
68 | CCOc1ccc2[nH]c(=O)c(CN(Cc3ccco3)C(CC)c3nnnn3Cc3ccccc3)cc2c1 (stereo not drawn) | -18% | -4.1%
69 | Cc1ccc2c(Cl)c(C(=O)N3CCN(C)CC3)sc2c1 | 1% | -5.2%
70 | Cc1cccc(-c2nsc(SCC(=O)NCc3ccco3)n2)c1 | 8% | -3.1%
71 | O=C(Nc1ccccc1N1CCN(C(=O)c2ccc(Cl)cc2)CC1)c1cc2ccccc2o1 | -5% | 0.2%
72 | COc1cccc(-c2csc(-c3cc4cccc(OC)c4oc3=O)n2)c1 | 1% | 2.1%
73 | CCC(=O)N(Cc1ccc(S(N)(=O)=O)cc1)C1CC(=O)N(c2ccc(OC)cc2)C1=O (stereo not drawn) | -2% | 1.8%
74 | C=CCn1c(O)c(C2=c3ccccc3=NC2=O)sc1=Nc1ccc(O)cc1 | 2% | -2.6%
75 | Cc1occc1-c1nnc(SCC(=O)Nc2ccc(F)cc2)n1Cc1ccccc1 | -8% | 1.5%
76 | O=c1[nH]cnc(O)c1C(c1ccc(F)cc1)c1c(O)nc[nH]c1=O | -2% | -7.7%
77 | N#CC1=C(N)N(c2ccccc2)C(=O)C1 | / | -6.7%
78 | CCOC(=O)C1=C(C)NC(SCC(=O)Nc2nc(C)cs2)=C(C#N)C1c1cccs1 (stereo not drawn) | -19% | 0.4%
79 | COc1cccc(-c2nc(N3CCCCC3C)c3ccccc3n2)c1O (stereo not drawn) | 2% | 1.9%
80 | Cc1cc(NC(=O)C(C)C)ccc1NC(=O)c1cccs1 | 2% | -2.5%
81 | Cn1nnc(NC(=O)C(c2ccccc2)c2ccccc2)n1 | -10% | -2.7%
82 | Cc1sc2ncn(CC(=O)NCC(=O)N(C)C3CCCCC3)c(=O)c2c1C | / | 5.8%
83 | COc1ccc(OC)c(CNC(=O)CCc2nc(-c3cccs3)no2)c1 | -1% | -3.6%
84 | CCOC(=O)c1ccc(NCC(O)COc2ccccc2)cc1 (stereo not drawn) | 13% | 5.8%
85 | CCc1ccc(NC(=O)Cn2c(=O)n(CCCC(=O)NCc3ccco3)c(=O)c3ccccc32)cc1 | -3% | 2.5%
86 | COCc1ccccc1Cn1cnc2c1c(=O)n(C)c(=O)n2C | 0% | -1.5%
87 | OC(COc1ccc2ccccc2c1)CN1CCOCC1 (stereo not drawn) | -3% | -0.5%
88 | COc1ccc(C2CC(C(F)(F)F)n3ncc(C(=O)N4CCN(Cc5ccccc5)CC4)c3N2)cc1OC (stereo not drawn) | 5% | 2.8%
89 | O=C(CSc1nnc(COc2ccccc2)o1)N1CCN(c2ccccc2)CC1 | / | 9.2%
90 | COCCN(CCOC)c1cc(C)c(C#N)c2nc3ccccc3n12 | 5% | -2.1%

Quoted from above: nos. 81 to 87
cpd | Compound | Rat MKP-3 inhibitors | Hsp70 displacement
81 | Cn1nnc(NC(=O)C(c2ccccc2)c2ccccc2)n1 | -10% | -2.7%
82 | Cc1sc2ncn(CC(=O)NCC(=O)N(C)C3CCCCC3)c(=O)c2c1C | / | 5.8%
83 | COc1ccc(OC)c(CNC(=O)CCc2nc(-c3cccs3)no2)c1 | -1% | -3.6%
84 | CCOC(=O)c1ccc(NCC(O)COc2ccccc2)cc1 (stereo not drawn) | 13% | 5.8%
85 | CCc1ccc(NC(=O)Cn2c(=O)n(CCCC(=O)NCc3ccco3)c(=O)c3ccccc32)cc1 | -3% | 2.5%
86 | COCc1ccccc1Cn1cnc2c1c(=O)n(C)c(=O)n2C | 0% | -1.5%
87 | OC(COc1ccc2ccccc2c1)CN1CCOCC1 (stereo not drawn) | -3% | -0.5%

Back to the main list, starting 5 compounds before the break.
cpd | Compound | Rat MKP-3 inhibitors | Hsp70 displacement
86 | COCc1ccccc1Cn1cnc2c1c(=O)n(C)c(=O)n2C | 0% | -1.5%
87 | OC(COc1ccc2ccccc2c1)CN1CCOCC1 (stereo not drawn) | -3% | -0.5%
88 | COc1ccc(C2CC(C(F)(F)F)n3ncc(C(=O)N4CCN(Cc5ccccc5)CC4)c3N2)cc1OC (stereo not drawn) | 5% | 2.8%
89 | O=C(CSc1nnc(COc2ccccc2)o1)N1CCN(c2ccccc2)CC1 | / | 9.2%
90 | COCCN(CCOC)c1cc(C)c(C#N)c2nc3ccccc3n12 | 5% | -2.1%
91 | Cc1cc(C)c(S(=O)(=O)Nc2c(C)cccc2C)c(C)c1 | -4% | 1.1%
92 | CCOc1ccc(CSC(CC(=O)O)C(=O)O)cc1 (stereo not drawn) | 6% | -2.0%
93 | CCOc1ccc(/C(O)=C2\C(=O)C(=O)N(c3cc(C)on3)C2c2ccccc2OC)cc1 (stereo not drawn) | -11% | -1.9%
94 | CC(C)n1nnnc1C(c1ccc(F)cc1)N1CCN(C2CCCC2)CC1 (stereo not drawn) | -3% | 1.2%
95 | Cc1cc(C)nc(N2CCN(c3ncnc4c3cnn4Cc3ccc(Cl)cc3Cl)CC2)n1 | -12% | -1.5%
96 | O=C1C=CC(=O)C(c2cccc(C(F)(F)F)c2)=C1 | 12% | -2.7%
97 | CC(=O)Nc1cc(C(=O)N2CCN(C)CC2)ccc1S(=O)(=O)c1ccc(C)cc1 | / | 5.2%
